Assay outcomes as filed in PubChem.
PostGolgi yeast = growth inhibition of a yeast mutant, post-Golgi transport screen; post-Golgi transport phenotypic cell assay; inhibition, % at 10 µM; 98,000 compounds, 0.9% hits; AID 739;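 also: yeast cells grown in 1536-well plates; yeast grown about 18 h at 30C before absorbance read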
PLAP act = human PLAP activation; P05187; purified PLAP enzyme, luminescent substrate read-out; stronger effect = higher value; activation fold at 20 µM; 96,000 compounds, 1.2% hits; in the data active = activation fold above about 2
Target sequence (P05187 whole entry, looked up): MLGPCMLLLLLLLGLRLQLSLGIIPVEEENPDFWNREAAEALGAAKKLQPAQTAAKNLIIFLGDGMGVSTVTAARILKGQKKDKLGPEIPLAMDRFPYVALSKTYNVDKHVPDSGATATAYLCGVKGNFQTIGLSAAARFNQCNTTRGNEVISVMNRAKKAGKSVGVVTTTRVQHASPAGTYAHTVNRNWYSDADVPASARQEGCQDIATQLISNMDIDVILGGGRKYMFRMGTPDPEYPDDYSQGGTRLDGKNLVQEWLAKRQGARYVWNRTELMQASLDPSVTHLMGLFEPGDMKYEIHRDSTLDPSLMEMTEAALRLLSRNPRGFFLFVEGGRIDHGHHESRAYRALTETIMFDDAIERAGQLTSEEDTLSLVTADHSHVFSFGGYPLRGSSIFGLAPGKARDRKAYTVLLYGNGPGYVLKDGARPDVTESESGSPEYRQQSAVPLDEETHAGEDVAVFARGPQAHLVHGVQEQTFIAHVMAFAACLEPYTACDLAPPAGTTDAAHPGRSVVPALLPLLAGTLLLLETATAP
Mac1 fbg inh = blocks human CD11b/CD18 adhesion to fibrinogen. K562 CD11b/CD18 adhesion to fibrinogen, ATPlite luminescence; Mn2+ added to activate the integrin. AID 1497. 93,000 compounds, 0.54% hits. inhibition, % at 10 µM;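 active = primary inhibition of 50% or more at 10 µM, then 40% or more on retest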; also: some results filed as inactive read as strong as hits
S1P2 blocker = blocks the human S1P2 receptor. O95136. cell-based S1P2 antagonist assay, inhibition at 5 uM. inhibition, % at 5 µM. 97,000 compounds, 0.21% hits; in the data active = inhibition above about 45%;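 also: CRE beta-lactamase reporter cells expressing human S1P2 stimulated with S1P; 0% = agonist at EC80 alone and 100% = agonist plus reference antagonist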
Target sequence (O95136 whole entry, looked up): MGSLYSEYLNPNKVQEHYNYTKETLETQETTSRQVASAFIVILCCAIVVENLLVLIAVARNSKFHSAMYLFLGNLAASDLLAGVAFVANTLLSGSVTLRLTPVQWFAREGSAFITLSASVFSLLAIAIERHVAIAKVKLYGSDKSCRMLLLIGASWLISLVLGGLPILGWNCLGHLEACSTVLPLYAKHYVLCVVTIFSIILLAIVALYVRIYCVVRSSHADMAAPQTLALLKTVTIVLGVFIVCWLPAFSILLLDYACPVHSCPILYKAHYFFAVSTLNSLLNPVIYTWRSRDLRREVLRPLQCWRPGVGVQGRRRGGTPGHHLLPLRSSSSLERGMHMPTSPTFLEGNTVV
E coli WT exp = growth inhibitors of E. coli BW25113 wild type. OD600 absorbance. growth inhibition, % at 100 µM. 98,000 compounds, 0.15% hits;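 active = growth inhibition above about 50% at one test dose, limit read from the data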;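 also: growth measured after 20 h incubation at 37 °C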
S1P2 ag = activates the human S1P2 receptor; O95136; S1P2-expressing cell line, agonist reporter read-out; activation, % at 4.5 µM; 97,000 compounds, 0.46% hits; AID 729; in the data active = activation above about 16%;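 also: 0% = vehicle low control and 100% = maximal reference agonist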
PostGolgi ctrl = inhibits growth of the yeast control strain; 98,000 compounds, 5% hits; inhibition, % at 10 µM; AID 738; efflux-deficient yeast background strain, growth absorbance A615, 16 h
sEH inhibitor = blocks human soluble epoxide hydrolase activity; P34913; recombinant human sEH enzymatic activity assay; inhibition, % at 2 µM; 91,000 compounds, 0.34% hits; AID 707; in the data active = inhibition above about 80%; also: values of inactives mirror those of a sister screen read the other way; many of its hits are not listed in these tables
sEH act = soluble epoxide hydrolase (human) activation; P34913; purified human sEH enzymatic activity, activator screen; activation, % at 2 µM; 91,000 compounds, 0.04% hits; in the data active = activation above about 37%; also: values of inactives mirror those of a sister screen read the other way
The depositor's hits bear a star; . = no result given. Rule as the data show it, unless noted: active = inhibition above about 30%; inactive = the rest.

Under each structure: PostGolgi yeast, PLAP act, Mac1 fbg inh, S1P2 blocker, E coli WT exp, S1P2 ag, PostGolgi ctrl, sEH inhibitor, sEH act
COCCNC(=O)NC(=O)COC(=O)c1cc([N+](=O)[O-])ccc1Sc1nc(C)cs1
  5, 0.9, -2, 6, -6, -7, 23, -7, 8
CC(C)CC(c1nnnn1CCc1ccccc1)N1CCN(C(=O)c2ccco2)CC1 (stereo not drawn)
  2, 1.6, -3, 23, -2, -1, 30*, 4, 0
Cc1cc(C)c(NC2=NS(=O)(=O)c3ccccc32)c(C)c1
  5, 1.1, -6, -16, -2, -3, 10, 3, -3
COc1ccc(CNc2ccccc2SC)cc1OC
  -5, 1.4, -17, -11, -2, -4, 6, -6, 3
Cc1ccc2[nH]cc(CCNC(=O)c3cccnc3)c2c1
  0, 0.8, 13, 4, -6, -2, 7, 12, -12
Cc1cccc(N(CC(=O)N2CCOCC2)S(C)(=O)=O)c1C
  -4, 1.1, -4, -32, -3, -1, 1, -3, 4
CN(C)C=NC(=O)c1ccc(N2CCN(c3ncc(C(F)(F)F)cc3Cl)CC2)cc1
  4, 1.1, 20, -2, -2, 0, 5, 13, -11
CCC1CCCCN1C(=O)C1CC(c2cc(Cl)c(OC)cc2OC)=NO1 (stereo not drawn)
  0, 1.4, -24, -12, -16, 0, 4, 6, -1
CCCn1[nH]cc(SC)c(=O)c1=O
  -1, 0.9, -4, -7, 5, -2, 0, 1, 0
CC1=C(C)CC(C(=O)Nc2cccc(Cl)c2)C(C(=O)O)C1 (stereo not drawn)
  -2, 0.9, -19, 15, 3, -3, 2, 4, -5
CCOC(=O)C1=C(c2cccc(Oc3ccccc3)c2)NC(=S)NC1C (stereo not drawn)
  8, 0.8, 19, 4, -13, -7, 25, -4, 3
COC(=O)C(CCSC)NC(=O)CNS(=O)(=O)c1ccc(Cl)cc1 (stereo not drawn)
  -21, 1, ., 14, 3, -3, 13, -3, 4
COc1cccc(-n2c(SCC(=O)Nc3sc4c(c3C(N)=O)CCC4)nc3ccccc3c2=O)c1
  5, 1.2, ., -32, -10, 19*, 6, 11, -9
CSc1ccccc1C(=O)NC1CCCCCC1
  1, 1, -15, 9, 7, -1, -5, 0, -3
CCCCN(CC)c1nc(N)c(C#N)c(CC#N)c1C#N
  20, 1.4, 4, -26, 7, 8, 15, 9, -10

In the list so far, these contain an aryl methoxy group.
Under each structure: PostGolgi yeast, PLAP act, Mac1 fbg inh, S1P2 blocker, E coli WT exp, S1P2 ag, PostGolgi ctrl, sEH inhibitor, sEH act
COc1ccc(CNc2ccccc2SC)cc1OC
  -5, 1.4, -17, -11, -2, -4, 6, -6, 3
CCC1CCCCN1C(=O)C1CC(c2cc(Cl)c(OC)cc2OC)=NO1 (stereo not drawn)
  0, 1.4, -24, -12, -16, 0, 4, 6, -1
COc1cccc(-n2c(SCC(=O)Nc3sc4c(c3C(N)=O)CCC4)nc3ccccc3c2=O)c1
  5, 1.2, ., -32, -10, 19*, 6, 11, -9

Remaining list, next part:
Under each structure: PostGolgi yeast, PLAP act, Mac1 fbg inh, S1P2 blocker, E coli WT exp, S1P2 ag, PostGolgi ctrl, sEH inhibitor, sEH act
CC(C)Oc1ccc(-c2nn(-c3ccccc3)cc2/C=c2\sc3ncnn3c2=O)cc1
  -2, 1.7, 18, -10, -5, -3, 2, 1, -4
CCNC(=O)C1CCCN1S(=O)(=O)c1ccc(C)cc1 (stereo not drawn)
  ., ., ., -13, ., 1, ., -5, 11
O=C(Nc1nnc(/N=C/c2ccco2)s1)c1ccc(F)cc1
  9, 0.9, ., -6, -13, -2, 14, 2, -3
CCN(Cc1ccccc1)C(c1ccc(C)cc1)c1nnnn1C(C)(C)C (stereo not drawn)
  16, 1.1, 1, 16, -6, -3, 6, 21, -19
CC(=O)Nc1nc(N)n(-c2ccccc2)n1
  2, 1.2, 8, -4, -5, -1, -4, 7, -9
CCOc1cc(CNCc2ccncc2)cc(Br)c1OCc1ccccc1F
  1, 1.7, 89*, 37, 15, -7, 1, 10, -8
Cc1ccc(NC(=O)c2ccc(S(=O)(=O)NCC3CCCO3)cc2)cc1 (stereo not drawn)
  -4, 0.8, -47, -2, -1, -3, 7, 3, -2
C/C(=N\O)C(=O)NCc1ccncc1
  1, 1.1, -8, 15, 0, 2, 1, 3, -2
CCOC(=O)COc1nc(C)c(Br)c(OC)n1
  2, 1.2, -7, 15, 4, -3, 2, -3, 4
COc1ccccc1N1CCN(C(=O)C2CCCO2)CC1 (stereo not drawn)
  6, 1.1, 7, -6, 4, -4, 4, -1, 2
CCOC(=O)CN1C(=O)C(O)(CC(=O)c2ccc3c(c2)CCCC3)c2ccccc21 (stereo not drawn)
  ., ., ., 1, ., -6, ., 14, -14
C=C(C)Cn1c(SCC(=O)O)nnc1-c1ccc(OC)cc1
  1, 1, -3, 10, -12, -2, 9, -1, -1
Cc1ncc(C[n+]2csc(CCOC(=O)CC3C4CC5CC(C4)CC3C5)c2C)c(N)n1 (stereo not drawn)
  2, 1.3, -2, 1, 2, 3, 12, -1, 2
CCN(CC)c1ccc(NC(=O)c2cnn(CC)c2)cc1
  7, 1, 5, 4, -3, -3, 5, -2, 6
CS(=O)(=O)N(CC(=O)NCCSc1ccccc1)c1ccc2c(c1)OCO2
  1, 0.9, -10, 27, 8, -4, 4, ., .

Reprinted from the part before: two compounds; new compounds follow.
Under each structure: PostGolgi yeast, PLAP act, Mac1 fbg inh, S1P2 blocker, E coli WT exp, S1P2 ag, PostGolgi ctrl, sEH inhibitor, sEH act
CCN(CC)c1ccc(NC(=O)c2cnn(CC)c2)cc1
  7, 1, 5, 4, -3, -3, 5, -2, 6
CS(=O)(=O)N(CC(=O)NCCSc1ccccc1)c1ccc2c(c1)OCO2
  1, 0.9, -10, 27, 8, -4, 4, ., .
O=C1CCOc2cc(OCc3ccccc3)ccc21
  ., ., ., -14, ., -2, ., -1, 4
CCCNC(=O)Cc1ccsc1
  4, ., ., -1, -3, -2, 24, 13, -13
COc1ccc(-c2cc(C(F)(F)F)n3nc(C(=O)NCc4ccco4)cc3n2)cc1OC
  20, 1.3, -4, -34, 0, 0, 7, -22, 20
CC1(C)C(=O)OC(C(=O)c2ccc(C(C)(C)C)cc2)C(C)(C)C1=O (stereo not drawn)
  7, 1, 8, -18, 6, 3, 11, 17, -16
O=C(NNC1=NCCC1)c1ccc(Br)cc1
  -8, 1.1, -30, 1, 0, -1, 6, -8, 6
COc1ccc(C)cc1S(=O)(=O)N(CC(=O)N1CCOCC1)Cc1ccccc1
  -4, 1.6, -27, 11, 5, 1, 12, ., .
CC(=O)c1cccc(-n2c(CCC(=O)O)ccc2-c2cccs2)c1
  5, 1.5, 12, -7, 5, -7, 8, -13, 12
CC1(C)CC(=O)C(C=Nc2cccc(/N=C/C3=C(O)CC(C)(C)CC3=O)n2)=C(O)C1
  -1, 0.8, 6, -2, -3, -4, 4, -3, -2
COc1cc2c(cc1OC)-c1nnc(-c3ccco3)n1C1(CCCC1)C2
  ., ., ., 0, ., -5, ., -18, 25
Cc1cc(C)n(C(=O)c2c([N+](=O)[O-])cnn2C)n1
  ., ., ., -3, ., -2, ., 3, -1
c1ccc(OCCn2c(-c3ccco3)nc3ccccc32)cc1
  2, 1, ., 0, 8, -8, 14, 0, 0
COc1cc(NC(=O)CSc2ncccc2C(=O)OC(C)C)cc(OC)c1
  -4, 0.8, -1, -30, -2, 2, -9, -1, 1
CC(C)Cc1cc(C(=O)NCc2cccs2)no1
  0, 0.8, -10, ., 5, ., 14, ., .
CCN1c2ccccc2-c2nc3ccccc3n2C1c1ccco1 (stereo not drawn)
  -2, 0.9, -5, -3, -12, 1, 26, -12, 11
Cc1cc(C(F)(F)F)n2nc(-c3sccc3-n3cccc3)cc2n1
  -1, 0.8, ., -1, 2, -7, -7, 1, -2
CCCc1nc2c(=O)n(C)c(=O)[nH]c2n1C
  -2, 1, -5, -10, 1, -5, -2, 3, -2
Cc1c(C(=O)OC(C)C)[nH]c2c1C(=O)CCC2
  -1, 1, 8, -30, 7, -4, 6, 2, 1
CCOC(=O)C1CCN(C(=O)c2cccc(Cl)c2)CC1
  -2, 0.9, 3, -19, -1, -1, 5, 29, -27
O=c1c2ccccc2oc2nc(C3CCCCC3)n(Cc3ccco3)c(=O)c12
  69*, 1.1, 3, 1, -3, -9, 79*, 0, -2
COc1ccc(/C=C/c2nc3sc4c(c3c(=O)o2)CCC4)cc1
  ., ., ., -15, ., -3, ., 0, 0
OC(CN1CCCCC1)Cn1c(C(F)(F)F)nc2ccccc21 (stereo not drawn)
  0, 1, -26, 18, 1, -8, 27, 5, -6
CCNC(=O)n1nccc1C(C)Oc1ccc(Cl)cc1 (stereo not drawn)
  3, 0.9, ., 17, 6, -4, 7, -4, 3
Cn1c(-c2sc(=S)n(-c3ccccc3)c2N)nc2ccccc21
  1, 1, ., 2, -13, 32*, 13, ., .
COc1ccc(S(=O)(=O)N2CCN(CC(=O)Nc3ccc(F)c(F)c3)CC2)cc1
  2, 1.4, -18, -4, 9, -9, 15, 15, -12
O=C(c1ccccn1)N(Cc1ccco1)C1(C(=O)NC2CCCC2)CCCCC1
  9, 1.4, -5, -5, 7, -1, -7, -2, -1
CSc1nc(Cl)c(C#N)c(-c2ccc(C)cc2)n1
  2, 1.1, 16, -17, -7, -6, -2, 10, -9
c1ccc(Cn2nnnc2-c2ccco2)cc1
  5, 0.9, -7, 12, 13, 1, -10, 2, -2
O=C(N1CCOCC1)C1(c2ccc(Cl)cc2)CCCC1
  6, 1, -3, -9, 2, 0, 9, 3, -2
COC(=O)c1cc2ccsc2n1CC(=O)NCC1CCCO1 (stereo not drawn)
  15, 1.1, ., 1, 6, -2, -5, ., .
COc1ccccc1N1Cc2ccccc2C1
  5, 1.5, -22, 11, 3, 2, 24, -2, 2

Single values from the list:
`CCNC(=O)n1nccc1C(C)Oc1ccc(Cl)cc1` (stereo not drawn) @ E coli WT exp: 6
`CCCc1nc2c(=O)n(C)c(=O)[nH]c2n1C` @ PLAP act: 1
`CCOC(=O)C1CCN(C(=O)c2cccc(Cl)c2)CC1` @ E coli WT exp: -1

Following part
Under each structure: PostGolgi yeast, PLAP act, Mac1 fbg inh, S1P2 blocker, E coli WT exp, S1P2 ag, PostGolgi ctrl, sEH inhibitor, sEH act
COC(=O)[C@H](CCSC)NC(=O)NCc1cccs1
  1, 0.9, 0, -4, -2, -6, -2, -15, 16
Cc1ccccc1NC1=C(Cl)C(=O)OC1OC(C)C (stereo not drawn)
  -6, 0.9, 1, -22, -3, -4, 0, -10, 11
O=c1[nH]c2ccccc2n1C1CCCCC1
  -9, 0.9, 5, -1, 3, -6, 10, 2, 1
S=c1[nH]nc(-c2ccccc2)n1C1C=CCCC1 (stereo not drawn)
  5, 1.6, 8, ., 9, ., 26, ., .
COc1ccc(C(=O)N2CCc3ccccc32)cc1
  ., ., ., -20, ., -7, ., 3, -4
Cc1ccc(-c2nc(N)n(C(=O)c3cccnc3)n2)cc1
  -11, 0.9, -12, -16, 5, -3, 5, -11, 15
CC(C)C[C@H](NC(=O)OC(C)(C)C)C(=O)N/N=C/C1=Cc2ccccc2OC1C (stereo partly drawn)
  8, 1.6, 10, 9, -6, -5, 28, -2, 1
CC1(C)C2CCC(C2)C1(C)NC(=O)CN1CCOCC1 (stereo not drawn)
  -3, 1.2, -9, 13, -4, -7, 9, 11, -10
Cc1nn(-c2ccccc2)c2nc(=O)n(-c3ccccc3)cc12
  4, 1, -4, 0, 0, -9, 4, -7, 7
CCN(C(=O)COc1cc(=O)n(CC)c2ccccc12)c1cccc(Cl)c1
  -7, 1.7, ., 14, -4, -8, 1, -2, 5
